Screening results: PubChem, National Center for Advancing Translational Sciences (NCATS)
CXXC DNA block: MLL CXXC-DNA interaction inhibition. Q03164. MLL-CXXC / FITC-HOXA9 DNA fluorescence polarization. Potency, µM (doses to about 115 µM), inactives show at the highest dose activity change, negative = inhibition, actives largely listed as inhibitors. 290,000 tested, 0.037% active; active = well fitted inhibition curve with a large enough effect in the polarisation, with a control signal flat, not every such curve was filed as active; inconclusive = small, poorly fitted or top-dose-only effect, or effect the other way, or a change in a side signal; inactive = no such curve, though single readings can be large or run the other way; the % refers to the polarisation; also: potency is read from the fitted curve at half-maximal effect
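Steps: dispense CXXC domain solution (7 uM) → pin compounds or unlabeled HOX-A9 DNA control → 5 min ambient → add FLSN-HOX-A9 solution (50 nM) → spin → 30 min ambient → fluorescence polarization. Tris pH 7.5/NaCl/DTT/BSA buffer.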
A-T KAP1 phos: candidate therapy for ataxia-telangiectasia; AID 485349; […] A-T fibroblasts, KAP-1 phosphorylation AlphaLISA; neocarzinostatin DNA damage 30 min before lysis; Potency, µM (doses to about 57.5 µM), for inactives: at the highest dose activation, most hits filed as activators; 320,000 tested, 0.19% active; also: potency is read from the fitted curve at half-maximal effect; % of control where 0% means no effect; nearly all actives have a fitted effect of over 45% in size
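ATM-like activity read as KAP-1 phosphorylation via AlphaLISA donor/acceptor antibody pairs after lysis and 6 hr at 25C. Cells were ATM-null patient fibroblasts ([…], hTERT), dosed 60 min, then exposed to the DSB inducer NCS for 30 min.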
KCNH2 3.1 block: KCNH2 3.1 (human) potassium channel inhibition | U2OS KCNH2 3.1, thallium flux FluxOr; active compounds read low | activity change, % (tested at about 1.8 µM) | 340,000 tested, 0.95% active | AID 720553;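 active = maximum activity change below -70%; inconclusive = maximum activity change from -70% to -50%; inactive = maximum activity change above -50%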;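 also: thallium influx rate constant from kinetic fluorescence after stimulation buffer; % is scaled to controls: 0 for no effect and ±100 for the full control effect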
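U2OS cells transduced with KCNH2 3.1 mutant virus (1.77 x 10^8 /mL, 4 h), plated overnight at 37 C, loaded 45 min with FluxOr dye plus Red40 quencher. Thallium flux rate constant from kinetic reads after stimulation buffer, normalised to controls.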
a7 integrin act: integrin-mediated muscular dystrophy alleviation activation. 350,000 tested, 0.064% active. alpha7betagal myoblasts, beta-gal FDG fluorescence, 48 h. Potency, µM (top dose mostly 38.3 µM), for inactives: at the top dose activation, most hits filed as activators. AID 624291;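 also: potency is read from the fitted curve at half-maximal effect; 100% = response of the positive control SU9516; nearly all actives have a fitted effect of over 60% in size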
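Alpha7betagal+/- myoblasts (passage 13) were plated 16-24 hr, then exposed to compounds (1:260 dilution of DMSO stock) for 48 hours at 37C. After MPER lysis, β-galactosidase reporter activity was read as FDG fluorescence (ex 480/em 540) after 30 minutes.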
TRPV1 ag: agonists of human vanilloid receptor 1 (TRPV1) | TRPV1-expressing cells, Fluo-8 calcium influx, agonist mode | activation, % at 8.33 µM | 320,000 tested, 0.19% active; in the data active = activation above about 80%; inconclusive = between about 30% and that limit; also: 0% is about no effect
Target sequence (Q8NER1 whole entry, looked up): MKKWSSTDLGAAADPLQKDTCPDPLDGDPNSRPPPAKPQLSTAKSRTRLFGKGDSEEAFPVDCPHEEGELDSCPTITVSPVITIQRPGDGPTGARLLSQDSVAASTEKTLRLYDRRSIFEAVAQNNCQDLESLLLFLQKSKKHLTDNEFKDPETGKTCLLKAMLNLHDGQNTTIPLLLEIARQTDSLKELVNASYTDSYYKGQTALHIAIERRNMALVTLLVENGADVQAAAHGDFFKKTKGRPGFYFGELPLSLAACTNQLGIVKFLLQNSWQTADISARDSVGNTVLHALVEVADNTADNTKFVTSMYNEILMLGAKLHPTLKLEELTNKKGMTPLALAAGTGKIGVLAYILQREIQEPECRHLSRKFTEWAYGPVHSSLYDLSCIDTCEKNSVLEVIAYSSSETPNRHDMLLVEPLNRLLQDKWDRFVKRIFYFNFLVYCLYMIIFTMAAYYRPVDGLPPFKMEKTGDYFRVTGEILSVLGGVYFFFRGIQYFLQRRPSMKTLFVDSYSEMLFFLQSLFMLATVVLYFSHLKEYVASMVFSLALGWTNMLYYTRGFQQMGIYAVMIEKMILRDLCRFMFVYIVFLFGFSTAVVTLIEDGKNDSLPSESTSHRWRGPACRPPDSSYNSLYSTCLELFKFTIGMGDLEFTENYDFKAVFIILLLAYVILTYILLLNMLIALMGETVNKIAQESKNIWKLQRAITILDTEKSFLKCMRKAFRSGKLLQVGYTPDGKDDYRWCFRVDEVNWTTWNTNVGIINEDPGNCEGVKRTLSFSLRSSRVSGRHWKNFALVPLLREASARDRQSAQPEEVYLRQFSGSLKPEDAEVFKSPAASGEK
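Cells expressing TRPV1 were dye-loaded with Fluo-8 and read kinetically: 10 s baseline, 3 min after compound (agonist portion), then 2 min after EC20 capsaicin (allosteric enhancer portion). Calcium-bound dye fluorescence at 480/520 nm.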
GALK inh: blocks human galactokinase activity; P51570; Purified GALK, Kinase-Glo residual ATP luminescence; Potency, µM (titrated, usually from 57.5 µM), without a hit: at the highest dose activity change, negative = inhibition, usual class: inhibitors; 270,000 tested, 0.007% active; AID 1868; also: potency is read from the fitted curve at half-maximal effect; % is scaled to controls: 0 for no effect and ±100 for the full control effect
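5 nM enzyme, 35 uM ATP, 100 uM galactose, 20 mM HEPES pH8.0, 5 mM MgCl2; 1 h RT; residual ATP by Kinase-Glo Plus luminescence, qHTS format.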
Coupling enz: inhibits coupling enzyme system, counter-screen for aldolase hits. AID 2472. 290,000 tested, 0.67% active. activity change, negative = inhibition, % at 58.2 µM, hits read low. coupling enzyme system counterscreen, AmpLite Red fluorescence; in the data active = activity change below about -30%; also: % is scaled to controls: 0 for no effect and ±100 for the full control effect
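Counterscreen lacking aldolase: glyceraldehyde-3-phosphate coupling-enzyme reagent preincubated 10 min at RT with compound (at 57.5 uM final), then substrate/coupling system with AmpLite Red added; fluorescence read at 525/598 nm after 20 min RT.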
S-ASM inh: blocks human secretory acid sphingomyelinase; placental ASM, HMU-PC fluorogenic substrate, 60 min; Potency, µM (series often up to 57.5 µM), for inactives: at the highest dose activity change, negative = inhibition, usual class: inhibitors; 340,000 tested, 0.006% active; AID 504937; also: potency is read from the fitted curve at half-maximal effect
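Human placenta-derived ASM preincubated with compound 10 min at room temperature, then reacted with 9 uM (final) fluorogenic HMU-PC substrate for 60 min at 37 C. Stop solution raises pH to 10; fluorescence read at Ex 386/Em 447 nm.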
MBNL1-CUG inh: inhibitors of human MBNL1 binding to CUG repeat RNA. Q9NR56. 280,000 tested, 0.036% active. TR-FRET MBNL1-His/biotin-(CUG)12 binding, 665/545 ratio. Potency, µM (top dose mostly 57.5 µM), without a hit: at the top dose activity change, negative = inhibition, usual class: inhibitors; active = well fitted inhibition curve with a large enough effect in the signal ratio, with a control signal flat, not every such curve was filed as active; inconclusive = small, poorly fitted or top-dose-only effect, or effect the other way, or a change in a side signal; inactive = no such curve, though single readings can be large or run the other way; the % refers to the signal ratio; also: potency is read from the fitted curve at half-maximal effect; % is scaled to controls: 0 for no effect and ±100 for the full control effect
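TR-FRET between His-tagged MBNL1 and biotin-(CUG)12 RNA, detected with Tb anti-His antibody (0.055 ng/ul) and streptavidin-XL665 (5 nM), 60 min at room temperature. Compounds titrated 92 nM to 58 uM; 665/545 nm ratio normalized to buffer and complex controls.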
hERG WT inh: KCNH2 (human, wildtype) channel inhibition; Q12809; U2OS, BacMam KCNH2, thallium flux FluxOr; active compounds read low; activity change, % at 1.84 µM; 340,000 tested, 0.37% active; AID 720551;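 active = maximum activity change below -70%; inconclusive = maximum activity change between -70% and -50%; inactive = maximum activity change above -50%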; also: % is scaled to controls: 0 for no effect and ±100 for the full control effect
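U2OS cells transduced with wild-type KCNH2 virus are loaded with FluxOr dye for 45 min, and thallium flux is measured in kinetic reads before and after stimulation buffer. Rate constants are normalized to DMSO controls.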
An asterisk follows results filed as active; i = inactive; ? = inconclusive; / = no result given; [ ] = remark or other dose. Unless noted, calls follow the shape of the dose curve; as a rule, active = well fitted curve in the direction sought with a large enough effect; inconclusive = small, poorly fitted or top-dose-only effect, or another doubt; inactive = no such curve, though single readings can be large; an effect the other way counts as inactive or inconclusive.

SMILES	CXXC DNA block	A-T KAP1 phos	KCNH2 3.1 block	a7 integrin act	TRPV1 ag	GALK inh	Coupling enz	S-ASM inh	MBNL1-CUG inh	hERG WT inh
CSc1nsc(/C=C/Nc2ccc(C)c(C)c2)c1C#N	?	9%	3	-12%	-2	9%	-16	88%[activator]	/	/
COc1ccc(-c2ccc(=O)n(Cc3ccccc3)n2)cc1	1%	3%	-6	?	29	4%	1	-2%	?	-2
CCC(C)NC(=O)Cn1nc([N+](=O)[O-])c(Cl)c1C (stereo not given)	-2%	-9%	34	?	-2	0%	2	2%	24%	-11
COc1cccc(/C=N/N(C)C2=NS(=O)(=O)c3ccccc32)c1O	40%[activator]	-10%	-2	0%	0	0%	-1	-5%	0%	-4
O=C(Nc1ccc(Cl)cc1)[C@@H]1[C@@H]2C(=O)N(c3ccc(Cl)cc3Cl)C(=O)[C@@H]2[C@H]2C=CC=NN21	1%	2%	/	/	1	-4%	-4	/	18%	/
CCOc1ccc(NC(=O)CN(C)S(=O)(=O)c2ccc3c(c2)CCC(=O)N3)cc1	22%	20%	0	-21%	13	-2%	1	-3%	3%	-10
O=C(Cn1nc(C(F)(F)F)c2c1CCC2)Nc1ccccc1C(F)(F)F	4%	-5%	3	-15%	27	2%	1	1%	-8%	-3
CCCCn1c(=N)n(CC(O)COc2ccc(C)cc2)c2ccccc21 (stereo not given)	0%	-5%	-90*	-15%	2	2%	0	-2%	-2%	-83*
CC(C)CCNC(=O)C(Cc1ccccc1)NS(=O)(=O)c1ccc2c(c1)c(=O)n(C)c(=O)n2C (stereo not given)	-7%	-3%	-4	10%	0	1%	-2	0%	-1%	-10
COCCNS(=O)(=O)c1cccn1-c1ncc(C(F)(F)F)cc1Cl	3%	-1%	8	-15%	1	-2%	0	1%	-4%	1
NC(=O)Cn1cc(C(=O)C(=O)N2CCOCC2)c2ccccc21	2%	1%	-5	5%	-4	3%	1	0%	-9%	15
CCOc1ccc(-c2n[nH]c(=S)c3ccccc23)cc1	-4%	-5%	1	-25%	-2	1%	2	-3%	42%[activator]	-2
CCOC(=O)c1sc(NC(=O)CN2CCN(c3ccccc3)CC2)nc1C	-8%	-7%	4	-12%	1	0%	1	-3%	4%	-2
Cc1ccc(OCC(=O)Nc2c[nH]c(=O)[nH]c2=O)cc1C	18%	4%	0	12%	1	9%	1	-2%	/	1
S=c1[nH]c(-c2ccc(Cl)cc2)cs1	-4%	0%	-3	1%	-4	9%	2	-1%	/	-7
O=C(Nc1ccc(Oc2cccc3ccccc23)cc1)c1ccco1	19%	/	?	-33%	-4	3%	-9	-4%	-2%	-5
COc1ccc(NC(=S)NCc2ccccc2)c(OC)c1	2%	-7%	27	-12%	5	-4%	2	0%	-8%	2
CN(CC(=O)Nc1ccccc1Cl)C(=O)COC(=O)c1ccc(-c2ccc(O)cc2)cc1	/	12%	-16	-3%	/	/	/	-1%	/	0
N#Cc1c(NC(=O)CCC(=O)O)sc2c1CCCCC2	-5%	2%	8	17%	0	-3%	-22	1%	-5%	-10
COC(=O)c1cc2c(s1)-c1cc(F)ccc1OC2	1%	26%	-19	-2%	1	1%	0	i	56%[activator]	-2
CCOc1ccc(S(=O)(=O)Nc2ccc(C(=O)NCC(c3ccc(OC)cc3)N3CCOCC3)cc2)cc1 (stereo not given)	/	-12%	22	9%	/	/	/	-1%	/	0
O=C(CN1CCc2ccccc2C1)Nc1cc(S(=O)(=O)N2CCOCC2)ccc1N1CCCC1	10%	-2%	-13	-27%	17	2%	2	2%	1%	4
COc1ccc(NS(=O)(=O)c2cc(NS(=O)(=O)c3cc(C(=O)O)ccc3OC)ccc2C)cc1	/	/	4	15%	/	/	/	15%	/	-10
CC(=O)NCc1cccc(CNC(C)=O)n1	0%	-1%	-9	10%	-4	1%	3	-1%	1%	1
N#Cc1c(NCCO)ccc([N+](=O)[O-])c1NCCO	0%	6%	15	-13%	1	1%	-2	-11%	?	-3

(listing goes on)
SMILES	CXXC DNA block	A-T KAP1 phos	KCNH2 3.1 block	a7 integrin act	TRPV1 ag	GALK inh	Coupling enz	S-ASM inh	MBNL1-CUG inh	hERG WT inh
Cc1c(C(=O)NCc2ccccc2CN2CCCC2)oc2ccccc12	/	5%	20	-28%	3	/	/	0%	/	-8
CCn1cc(C(=O)N2CCN(c3ccccc3)CC2)c(=O)c2cc(S(=O)(=O)N3CCOCC3)ccc21	1%	8%	9	8%	-2	5%	/	-1%	-5%	-3
CCS(=O)(=O)Nc1ccccc1C(N)=O	?	-1%	-3	2%	-5	-3%	1	8%	-3%	2
COc1cc2c(cc1OC)C(c1ccc([N+](=O)[O-])cc1)N(C(C)=O)CC2 (stereo not given)	2%	5%	-29	3%	-2	-4%	0	-1%	?	-2
O=[N+]([O-])c1cc(S(=O)(=O)N2CCCC2)ccc1SCCO	-2%	-2%	12	?	-1	1%	-2	0%	?	2
CCOC(=O)C(NC(=O)CC)(Nc1nc2c(s1)CCCC2)C(F)(F)F (stereo not given)	-6%	-5%	10	15%	0	-2%	4	9%	9%	-5
CC(Sc1nc2ccccc2s1)C(=O)Nc1ccc2c(c1)OCO2 (stereo not given)	14%	1%	2	-5%	?	0%	-4	0%	/	5
C=CCN=C(NC#N)SCc1ccccc1	0%	-1%	-8	-26%	3	/	-2	2%	-6%	-7
COc1ccc2nc(NCCCNC(=O)c3cc(OC)c(OC)c(OC)c3)c(C#N)cc2c1	0%	?	6	-8%	0	6%	-5	/	10%	0
COc1cc2cc(CCOC(=O)N3CCCCC3)oc(=O)c2cc1OC	/	-4%	15	3%	0	/	/	13%	/	5
CCOC(=O)N1CCN(C(=O)CCCCCn2c(=S)[nH]c3cc4c(cc3c2=O)OCO4)CC1	14%	-2%	-14	3%	0	0%	3	-5%	111%[activator]	-18
O=C1[C@@H]2Cc3c([nH]c4ccccc34)C(c3ccccc3)N2C(=O)CN1CCO (stereo not given in full)	12%	-3%	1	0%	-3	9%	2	0%	3%	1
CCOC(=O)c1cn2nc(-c3ccc(OC)cc3)cc2nc1C1CCN(C(=O)OC(C)(C)C)CC1	4%	0%	7	-17%	0	-1%	1	44%	-1%	7
COCCNC(=O)CCCn1c(=O)c2cc(OC)c(OC)cc2n(CC(=O)c2ccc(Cl)cc2)c1=O	3%	2%	/	/	1	5%	1	/	6%	/
O=S(=O)(Nc1ccc(-c2ccc3nncn3n2)cc1)c1cc(F)ccc1F	/	-7%	6	-16%	0	/	/	-1%	/	13
O=C(O)c1cc(N2C(=O)CCC2=O)ccc1Cl	12%	6%	-1	8%	0	-6%	1	4%	-10%	0
CCC(C)NC(=O)c1cnn2c1NC(c1ccc3c(c1)OCO3)CC2C(F)(F)F (stereo not given)	3%	5%	3	-9%	1	5%	0	-1%	-7%	-2
O=C(OC1CCOC1=O)c1ccc(Cl)c(S(=O)(=O)N2CCOCC2)c1 (stereo not given)	/	0%	3	-8%	1	/	/	0%	/	6
Cc1ccc(O)c(C(=O)/C=C/c2ccc3c(c2)OCCCO3)c1	?	16µM*	12	-4%	3	1%	3	-13%	-28%	-3
COc1cc(/C=C/C(=O)OC2CC3CCC2(C)C3(C)C)ccc1O (stereo not given)	7%	-3%	-2	-38%	30	-2%	-3	137%[activator]	1%	1
COc1ccc(/C(N)=N/OC(=O)CSc2ccccc2)cc1OC	2%	11%	4	-23%	0	-2%	0	-4%	2%	-5
O=C(Nc1cc(Cl)cc(Cl)c1)C1CC(=O)N(C2CCCC2)C1 (stereo not given)	/	0%	-5	3%	22	/	/	-3%	/	22
COc1cc(C2Nn3c(nnc3-c3ccccc3OC)S2)ccc1O (stereo not given)	-1%	1%	4	-3%	-2	1%	-1	4%	3%	2
CC1(C)C2CCC(C2)C1(C)NC(=O)CN1CCN(Cc2ccccc2)CC1 (stereo not given)	0%	3%	-8	-42%	3	-3%	0	0%	-3%	-5
Cc1cccc(NC(=O)N[C@@H](C)C(=O)O)c1	-3%	-1%	-2	-10%	-2	1%	2	4%	2%	4

An excerpt from above in order of their number in S-ASM inh, low to high.
SMILES	S-ASM inh
CCn1cc(C(=O)N2CCN(c3ccccc3)CC2)c(=O)c2cc(S(=O)(=O)N3CCOCC3)ccc21	-1%
O=[N+]([O-])c1cc(S(=O)(=O)N2CCCC2)ccc1SCCO	0%
CCOC(=O)C(NC(=O)CC)(Nc1nc2c(s1)CCCC2)C(F)(F)F (stereo not given)	9%

Taken from above.
KCNH2 3.1 block result of `CSc1nsc(/C=C/Nc2ccc(C)c(C)c2)c1C#N` reads 3
KCNH2 3.1 block result of `N#Cc1c(NCCO)ccc([N+](=O)[O-])c1NCCO` reads 15
